Screening results deposited in PubChem by several laboratories.
DNMT1 inh: blocks human DNA methyltransferase DNMT1; P26358; DNMT1 molecular beacon, Hinp1I cleavage, fluorescence; inhibition (reported as % activation of signal), % at 10 µM; hit rate 0.83% among 360,000; AID 588458; in the data active means inhibition above about 50%
Scp-1 inhibitor: blocks human Scp-1 phosphatase activity | Recombinant Scp1, phosphopeptide, malachite green phosphate absorbance | Q9GZU7 | AID 493091 | hit rate 0.88% among 340,000 | inhibition, % at 20 µM;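 active means inhibition above about 50% at 20 µM, limit read from the data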;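 further: plate controls were DMSO wells with enzyme for no effect and wells lacking enzyme for full effect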
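Test system: SCP-1 phosphatase catalytic domain, residues 76-261 | Compound dosing: One concentration, 20 µM, with 1.0% DMSO | Schedule: 45 min room-temperature reaction, 5 min colour, 30 min stabiliser | Detection: Absorbance at 630 nm | Read-out basis: % inhibition of SCP-1 phosphate liberation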
Tb MetRS inh: blocks T. brucei methionyl-tRNA synthetase activity | purified T. brucei MetRS, ATP depletion, Kinase-Glo luminescence | inhibition, % at 11.9 µM | hit rate 0.4% among 360,000 | AID 624268;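 active means inhibition above a per-plate cutoff of the control wells' mean inhibition plus 3 SD, cut at about 5.5% in these data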;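 further: 0% = DMSO wells median and 100% = median of wells with control inhibitor compound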
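Test system – parasite MetRS enzyme · Reagent – substrates ATP, L-methionine and bulk Escherichia coli tRNA · Doses – 11.9 µM compound single dose, 0.9% DMSO · Times – 15 min enzyme-compound preincubation, 2 h reaction, 10 min detection, 25 °C · Signal – Kinase-Glo luminescence, ATP depletion format · Controls – DMSO-only wells as low control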
MsrA inhibitor: inhibitors of bovine MsrA; hit rate 0.75% among 360,000; purified bovine MsrA, absorbance read-out; AID 651718; inhibition, % at 15.5 µM; in the data active means inhibition above about 4.5%;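 further: 0% = vehicle wells with enzyme and 100% = reference inhibitor wells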
MsrA act: bovine methionine sulfoxide reductase A activation. AID 602163. hit rate 0.3% among 360,000. purified bovine MsrA, absorbance read-out. activation, % at 10.6 µM; in the data active means activation above about 7.5%;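 further: 0% = vehicle and 100% = reference activator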
LMPTP inh: LMPTP (human) inhibition | P24666 | recombinant LMPTP-A, OMFP fluorogenic substrate, fluorescence intensity | inhibition, % at 20 µM | hit rate 0.22% among 360,000 | AID 651560;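 active means compounds that cut the enzyme signal by at least half of the control window in the single-dose screen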;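 further: plate controls were DMSO wells with enzyme plus substrate for no effect and substrate without enzyme for full effect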
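test system = LMPTP-A | amount = 0.625 nM LMPTP-A final | reagent = fluorogenic phosphatase substrate OMFP at 400 µM final | incubation = 50 min at room temperature | benchmarks = no-enzyme low control, uninhibited high control | medium = Bis-Tris pH 6.0, DTT, detergent | signal = fluorescence intensity of OMFP turnover product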
E coli Lon inh: inhibitors of E. coli Lon protease; P0A9M0; purified E. coli Lon protease, fluorescence polarization; inhibition, % at 7.94 µM; hit rate 0.42% among 360,000; AID 602123; in the data active means inhibition above about 13%, passing the limit was not always enough;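 further: 0% = enzyme with probe and DMSO and 100% = no enzyme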
SUMO1-SIM PPI: SUMO1-SIM interaction modulation. P63165. SUMO1 binding to a labelled peptide, TR-FRET, 1 h. inhibition, % at 20 µM. hit rate 0.33% among 360,000. AID 602429; in the data active means inhibition above about 37%
Target sequence (P63165 whole entry, looked up): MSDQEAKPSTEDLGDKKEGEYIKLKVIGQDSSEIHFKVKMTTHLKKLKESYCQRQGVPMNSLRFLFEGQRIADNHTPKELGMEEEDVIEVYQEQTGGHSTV
NRP1-CendR mod: modulators of CendR peptide binding to human neuropilin-1; O14786; FAM-RPARPAR peptide binding to NRP-1, fluorescence polarization; inhibition, % at 25 µM; hit rate 0.85% among 360,000;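 active means inhibition or corrected inhibition above about 18%, plus a signal ratio from 0.5 to 1.5, limit read from the data, passing the limit was not always enough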; further: strong numbers were not always called active
Target sequence (O14786 whole entry, looked up): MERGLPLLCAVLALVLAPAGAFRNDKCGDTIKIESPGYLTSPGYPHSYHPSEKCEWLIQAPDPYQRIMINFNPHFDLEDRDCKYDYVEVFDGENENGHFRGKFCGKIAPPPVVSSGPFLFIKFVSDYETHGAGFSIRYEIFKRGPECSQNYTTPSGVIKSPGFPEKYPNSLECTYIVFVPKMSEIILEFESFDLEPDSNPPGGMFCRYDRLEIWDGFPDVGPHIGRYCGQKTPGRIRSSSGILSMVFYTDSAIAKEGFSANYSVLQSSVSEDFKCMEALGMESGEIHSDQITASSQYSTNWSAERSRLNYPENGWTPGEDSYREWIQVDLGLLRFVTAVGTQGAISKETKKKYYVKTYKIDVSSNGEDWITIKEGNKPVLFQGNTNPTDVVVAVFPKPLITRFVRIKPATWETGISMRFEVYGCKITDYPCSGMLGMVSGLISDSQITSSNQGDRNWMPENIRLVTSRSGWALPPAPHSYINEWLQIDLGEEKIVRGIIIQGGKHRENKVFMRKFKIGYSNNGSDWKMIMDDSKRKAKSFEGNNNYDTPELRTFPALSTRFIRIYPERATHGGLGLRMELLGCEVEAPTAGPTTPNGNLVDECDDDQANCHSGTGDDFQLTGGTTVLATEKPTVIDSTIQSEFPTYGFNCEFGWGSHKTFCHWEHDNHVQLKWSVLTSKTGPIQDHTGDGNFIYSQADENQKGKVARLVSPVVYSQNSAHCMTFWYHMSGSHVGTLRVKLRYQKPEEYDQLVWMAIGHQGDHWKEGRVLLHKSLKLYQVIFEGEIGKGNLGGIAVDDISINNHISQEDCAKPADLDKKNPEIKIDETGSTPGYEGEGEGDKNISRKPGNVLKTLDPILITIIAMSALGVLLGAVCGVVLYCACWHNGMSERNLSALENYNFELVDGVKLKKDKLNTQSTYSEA
STEP inh: STEP (human) phosphatase inhibition | hit rate 0.25% among 360,000 | P54829 | recombinant STEP, OMFP fluorogenic substrate, fluorescence | inhibition, % at 20 µM;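 active means inhibition at 20 µM, scaled per plate between control wells, above about 37%, limit read from the data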;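 further: 0% = DMSO with enzyme and substrate and 100% = substrate only without enzyme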
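System: STEP phosphatase, cell-free reaction; Buffer or medium: Bis-Tris pH 6.0 buffer with DTT, detergent; Incubation: 20 min at room temperature, dark; Measured by: fluorescence, 480/540 nm.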
Active calls of the source: *; / = not tested or not shown.

SMILES	DNMT1 inh	Scp-1 inhibitor	Tb MetRS inh	MsrA inhibitor	MsrA act	LMPTP inh	E coli Lon inh	SUMO1-SIM PPI	NRP1-CendR mod	STEP inh
COc1ccc(NC2CCCN(C(=O)CCN3CCCO3)C2)cc1 (stereo unspecified)	-7	-8	-0.3	-0.6	-4	-1.0	1	-5	2	-5
CC(=O)Nc1cc2nn(-c3ccccc3)nc2cc1Cl	0	-7	-1.2	2.5	-6	-1.3	-6	-8	-6	4
COc1ccc(NC(=O)c2cccc3c2C(=O)N(C2CCCCC2)C3)cc1	-4	-13	0.4	-0.6	1	5.6	-13	2	-5	3
O=S1CCCSC1c1cccnc1 (stereo unspecified)	2	-4	0.1	-0.1	0	-0.2	11	-3	0	14
Cc1ccc(S(=O)(=O)CC(=O)c2cc(C)c(O)c(C)c2)cc1	0	-1	0.0	1.0	-4	-1.9	2	-2	-6	-1
COc1ccc(N(CC(=O)Nc2ccc(C)c(F)c2)S(=O)(=O)c2c(C)noc2C)cc1	-2	-9	-0.1	0.7	7	2.7	-5	3	-1	-3
O=C(Nc1ccccc1Cc1ccccc1)c1ccc2c(c1)SC1=NS(=O)(=O)CCN12	1	6	-0.7	0.6	-8	0.1	4	28	21	0
O=C(NCC1OCCc2ccccc21)c1cc(COc2ccc(F)cc2Cl)on1 (stereo unspecified)	1	-3	-0.5	-1.7	-6	-1.1	0	-1	-7	0
CCOc1cc(C=O)ccc1OS(=O)(=O)c1ccc(NC(C)=O)cc1	-3	-4	-1.0	-0.5	-6	0.2	1	0	-1	-3
Cn1c(=O)n(C)c2cc(NC(=O)CSc3nnc(-c4ccccc4O)n3-c3ccccc3)ccc21	-2	-7	-0.5	-0.5	-1	1.0	-1	20	5	1
O=S(=O)(Nc1cccc(S(=O)(=O)N2CCCCCC2)c1)c1ccccc1	-2	-11	-0.6	1.9	-1	1.2	4	-2	10	0
COc1ccc(/C=C2\SC(=O)N(CCc3nnc(N)s3)C2=O)cc1	2	8	-0.5	3.0	-5	4.8	-4	-1	21	1
Cc1onc(-c2ccccc2)c1NC(=O)N(CCC#N)Cc1ccccc1	1	-2	0.6	0.2	-4	-2.0	-10	5	7	1
CCC(=O)Nc1cccc(NC(=O)CSc2nnnn2C)c1	4	-9	-0.5	-0.1	-6	-1.6	-6	1	4	-1
COc1ccc(OCCCCOc2ccccc2Cl)cc1	-2	0	-0.6	-0.1	0	2.3	-11	-4	-6	2
CCCCOc1ccc(OCCNC(=O)c2ccco2)cc1	1	-12	0.0	0.8	-2	1.0	6	4	-10	1
CCC(NC(=O)c1ccccc1O)c1ccccc1 (stereo unspecified)	0	-8	-0.8	1.4	3	0.9	3	2	-18	-5
O[C@@H]1CN(CC2CCCCC2)[C@@H](c2ccc(Cl)cc2)C[C@H]1n1cc(-c2ccc(F)cc2)nn1	-2	/	-1.5	0.1	-1	0.6	7	0	-9	-2
CCN(CCO)c1ncnc2onc(-c3ccc(F)cc3)c12	-4	-10	0.0	0.5	0	-1.7	-8	-1	8	-1
N#CC(C#N)=Cc1cccn1-c1ccc(C(=O)O)cc1	101*	70*	-0.1	2.1	-5	6.6	-11	-6	-13	24
O=C(COC(=O)/C=C/c1cccc(C(F)(F)F)c1)NC(=O)NCc1ccccc1	3	-10	-0.4	-0.3	-5	-0.9	3	4	7	0
COc1ccccc1NC(=O)NNC(=O)c1ccc2c(c1)NC(=O)C(C)(C)O2	8	1	-0.8	-1.1	-11	0.5	8	4	5	-3
Cc1ccc(Cl)cc1N1CCN(S(=O)(=O)c2c(C)[nH]c(=O)[nH]c2=O)CC1	0	-6	0.5	0.3	3	1.7	1	6	-14	-3
CCOc1ccc(NC(=O)CSc2nc3ccsc3c(=O)n2CCCCC(=O)O)cc1	-5	/	-0.2	0.9	1	0.0	-1	6	-12	-1
Cc1ccc(S(=O)(=O)N/N=C/c2c(C)nn(-c3ccccc3)c2C)cc1	-2	1	-1.5	-0.5	-7	0.9	-1	2	2	2
O=C(N/N=C/c1cccs1)c1ccc2ccccc2c1	0	-12	-0.1	4.0	-5	0.8	-10	-26	-13	0
COC(=O)C1(C(=O)OC)c2ccccc2CN(S(=O)(=O)c2ccc(C)cc2)C1CC(C)=O (stereo unspecified)	/	/	-0.2	0.0	/	-0.1	/	-1	7	/
CC(C)C[C@H](NC(=O)c1[nH]cnc1C(=O)N[C@@H](C)c1ccccc1)C(=O)OC(C)(C)C	-20	2	-0.1	-0.5	0	0.6	-1	2	7	-1
Cc1csc(-c2cc(C(=O)NCc3cc(C(F)(F)F)cc(C(F)(F)F)c3)n[nH]2)c1	7	/	-0.4	-0.6	0	2.0	3	-2	-5	-1
O=c1ccc(-c2ccc(S(=O)(=O)Nc3ccccc3Cl)o2)n[nH]1	0	-7	-0.2	1.2	-2	-1.2	-6	19	-1	-1
CCN(Cc1ccccc1)C(=O)CN1C(=O)COc2ccc(S(=O)(=O)N3CCCCCC3)cc21	-6	-9	-0.3	0.3	0	1.0	-5	6	-6	0
Cn1nc(CC(=O)Nc2ccc3c(c2)CCC3)c2ccccc2c1=O	3	-5	-3.0	1.0	-9	0.1	5	-1	-7	1
CSc1nnc(NC(=O)C2CCCCC2)s1	1	-13	-0.4	-0.2	-1	-0.7	1	-1	0	0
CC(OC(=O)c1ccc(S(=O)(=O)NCc2ccco2)cc1)C(=O)Nc1ccc(Cl)cn1 (stereo unspecified)	35	43	-0.1	1.2	0	-0.3	-5	4	-3	0
CCc1c(C(=O)Nc2ccc(C)c(C)c2)[nH]c(C)c1C(C)=O	0	-15	0.1	1.0	-3	0.3	-2	0	1	-2
CC(=O)c1nn(-c2ccc(Br)cc2)cc1C(=O)c1ccco1	-1	0	-0.3	-1.6	0	1.4	1	-1	11	0
Cc1cc(C)c2c(N)c(C(=O)NN3CC(=O)N(c4cccc(Cl)c4)CC3=O)sc2n1	2	-7	-0.1	-1.1	-1	1.1	-1	-8	3	-6
O=C(/C=C/c1ccc(Br)o1)Nc1nccs1	34	11	-0.5	2.7	-3	1.1	-4	11	-36	3
CCCCC(=O)N=c1sc2c(OC)ccc(OC)c2n1C	0	-1	-0.3	-0.1	0	0.7	-2	-27	-7	1
CC[C@H](C)NC(=O)CCCCCn1c(=S)[nH]c2c([nH]c3ccc(OC)cc32)c1=O	33	4	-1.3	0.7	-9	0.2	-2	2	-10	-1

3 entries already listed, sorted by length of the SMILES, highest first.
SMILES	DNMT1 inh	Scp-1 inhibitor	Tb MetRS inh	MsrA inhibitor	MsrA act	LMPTP inh	E coli Lon inh	SUMO1-SIM PPI	NRP1-CendR mod	STEP inh
COC(=O)C1(C(=O)OC)c2ccccc2CN(S(=O)(=O)c2ccc(C)cc2)C1CC(C)=O (stereo unspecified)	/	/	-0.2	0.0	/	-0.1	/	-1	7	/
Cc1ccc(S(=O)(=O)N/N=C/c2c(C)nn(-c3ccccc3)c2C)cc1	-2	1	-1.5	-0.5	-7	0.9	-1	2	2	2
O=C(/C=C/c1ccc(Br)o1)Nc1nccs1	34	11	-0.5	2.7	-3	1.1	-4	11	-36	3

The list continues.
SMILES	DNMT1 inh	Scp-1 inhibitor	Tb MetRS inh	MsrA inhibitor	MsrA act	LMPTP inh	E coli Lon inh	SUMO1-SIM PPI	NRP1-CendR mod	STEP inh
Cc1ccc(NC(=O)CN2C(=O)COc3ccc(S(=O)(=O)N4CCOCC4)cc32)cc1F	-2	27	0.6	1.6	-1	0.6	-11	2	16	-2
CCCS(=O)(=O)NC(=O)C1(C)CCN(C(=O)c2ccccc2OC(F)(F)F)C1 (stereo unspecified)	5	/	-0.3	-0.5	-6	-2.4	2	-3	3	-3
COc1cccc(CNC(=O)c2ccc(NC(=O)CC3SC(N4CCCC4)=NC3=O)cc2)c1 (stereo unspecified)	-7	2	0.1	0.5	-4	0.1	-3	3	-18	4
CN(C)S(=O)(=O)c1ccc(Cl)c(C(=O)NNC(=O)Cn2ccc(C(F)(F)F)n2)c1	-2	-2	-0.4	-0.6	-4	-0.7	-5	-1	-9	-1
CCc1nc2ccc(C(=O)Nc3cc(-c4ccccc4)ccc3OC)cn2c1N(C=O)CCC(C)C	-7	/	-0.3	1.0	-2	6.7	5	-1	0	-1
CSc1cccc(CNC(=O)C2CCC(=O)N(CCCN3CCCC3=O)C2)c1 (stereo unspecified)	0	-7	-0.2	0.2	1	-0.9	-5	0	9	-3
COc1ccc(/C(N)=N/OC(=O)c2cccc([N+](=O)[O-])c2C)cc1	1	-1	-0.3	-0.6	-2	-1.8	-6	-4	15	-2
Cc1ccc(N(CN2C(=O)c3ccccc3C2=O)C(=O)c2ccc([N+](=O)[O-])cc2[N+](=O)[O-])cc1	-2	-6	-1.0	-1.7	-6	0.0	-2	-16	-5	5
CCOC(=O)c1sc2nccc(N(C)C)c2c1N=CNOCc1ccccc1	1	-14	-1.2	0.4	-14	2.9	-2	-13	-2	3
O=C(CCCOc1ccc(Cl)cc1)Nc1cccc(C(=O)O)c1	0	-5	-0.2	-0.4	-1	-0.2	2	4	7	-1
COc1ccc(C(=O)Nc2cccc(-c3nc4ncccc4o3)c2C)cc1	0	3	-1.0	1.3	-6	-1.5	-10	0	8	0
O=C(CCc1ccc(Oc2cc([N+](=O)[O-])cc([N+](=O)[O-])c2)cc1)N1CCCCC1	-2	0	-0.3	-0.4	0	2.4	-5	-30	15	0
O=C(CC(NC(=O)c1ccccc1Cl)c1ccccc1)NC1=NCCS1 (stereo unspecified)	-2	-3	-0.5	-0.3	-3	-1.8	2	4	-1	-5
Cc1cccc(NC(=O)c2ccc3c(c2)C(=O)N(c2ccccn2)C3=O)c1C	2	5	-0.7	-1.2	-7	-1.7	1	-14	9	0
O=C(Cc1ccc(S(=O)(=O)N2CCOCC2)s1)N1CCN(c2cccc(C(F)(F)F)c2)CC1	1	-5	0.1	/	-2	2.8	-6	0	2	-1
CCc1cc(C(=O)Cc2cnn(-c3ccccc3)c2)c(O)cc1O	-5	-12	-1.6	1.7	-11	-12	7	0	-9	-2
Cc1ccc(-c2nc(CS(=O)CC(=O)NC3CCCCC3)c(C)o2)cc1 (stereo unspecified)	1	-7	0.5	0.7	-1	-0.4	-8	3	6	2
CCc1cc2c(=O)nc3n(c2s1)Cc1ccccc1/C3=C(/O)c1ccccc1Cl	-8	-7	-0.3	1.1	-4	3.4	8	-16	-24	1
COCCn1c(=S)[nH]c2cc(C(=O)N3CCCC(C)C3)ccc2c1=O (stereo unspecified)	0	28	-0.3	-0.8	-4	-0.8	5	2	22	-1
Cc1cccc(C(=O)Nc2nnc(-c3cccnc3)o2)c1	-1	-7	0.0	-0.6	-4	-1.1	-7	5	2	0
COc1ccc(NC(=O)N(C)C[C@H]2OCc3cn(nn3)CCCC(=O)N([C@@H](C)CO)C[C@@H]2C)cc1	7	/	-1.0	-1.8	-2	-0.1	-5	3	-6	1

Hits appear at their usual frequency; about 4.3% have a hit in one of these screens.
